Compound activity (PubChem BioAssay)
NSD2 inh: NSD2 histone methyltransferase inhibitors, primary screen, biochemical, AlphaScreen, single concentration, set 2; NSD2 peptide methylation, 120 min; inhibition, % at 12.5 µM; hit rate 0.54% among 310,000; AID 743445, 2014; in the data active = inhibition above about 50%
Target sequence (O96028 whole entry, looked up): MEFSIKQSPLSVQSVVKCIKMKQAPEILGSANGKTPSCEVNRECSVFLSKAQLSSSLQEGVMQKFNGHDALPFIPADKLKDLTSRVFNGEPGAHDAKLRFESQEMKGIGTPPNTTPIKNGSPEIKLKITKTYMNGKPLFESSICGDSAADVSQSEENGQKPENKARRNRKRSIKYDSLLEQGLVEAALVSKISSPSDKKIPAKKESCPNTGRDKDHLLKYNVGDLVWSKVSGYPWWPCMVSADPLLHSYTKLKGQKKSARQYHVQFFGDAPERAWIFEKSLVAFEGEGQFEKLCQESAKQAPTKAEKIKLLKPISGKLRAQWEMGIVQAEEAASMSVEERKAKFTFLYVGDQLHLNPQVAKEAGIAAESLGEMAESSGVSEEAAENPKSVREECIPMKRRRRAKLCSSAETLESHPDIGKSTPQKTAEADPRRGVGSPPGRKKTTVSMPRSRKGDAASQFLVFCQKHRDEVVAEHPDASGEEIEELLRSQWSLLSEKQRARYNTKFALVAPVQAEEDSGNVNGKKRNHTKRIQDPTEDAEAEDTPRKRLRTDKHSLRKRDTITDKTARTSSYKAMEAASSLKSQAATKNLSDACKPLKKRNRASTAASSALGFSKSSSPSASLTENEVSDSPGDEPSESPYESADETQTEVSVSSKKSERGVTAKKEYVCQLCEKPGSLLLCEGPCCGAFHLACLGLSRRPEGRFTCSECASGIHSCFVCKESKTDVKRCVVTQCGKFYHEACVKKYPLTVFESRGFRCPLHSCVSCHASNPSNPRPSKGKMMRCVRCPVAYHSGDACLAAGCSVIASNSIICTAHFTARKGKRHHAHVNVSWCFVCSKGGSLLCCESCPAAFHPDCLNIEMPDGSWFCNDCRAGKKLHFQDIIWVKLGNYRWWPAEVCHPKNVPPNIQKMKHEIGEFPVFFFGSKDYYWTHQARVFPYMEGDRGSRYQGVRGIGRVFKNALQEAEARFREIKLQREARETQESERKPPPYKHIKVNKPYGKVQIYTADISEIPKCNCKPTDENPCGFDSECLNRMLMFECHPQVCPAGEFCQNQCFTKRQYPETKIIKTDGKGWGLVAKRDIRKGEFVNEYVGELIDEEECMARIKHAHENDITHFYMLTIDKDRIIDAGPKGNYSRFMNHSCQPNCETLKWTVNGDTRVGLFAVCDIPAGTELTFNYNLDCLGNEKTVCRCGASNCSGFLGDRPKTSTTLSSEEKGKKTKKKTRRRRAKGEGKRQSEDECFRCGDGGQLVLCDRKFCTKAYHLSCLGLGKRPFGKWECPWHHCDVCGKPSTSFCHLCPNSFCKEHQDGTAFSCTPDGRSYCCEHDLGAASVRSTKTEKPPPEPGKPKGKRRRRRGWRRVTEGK
PfHsp90 yeast 2: growth inhibition of PfHsp90-expressing yeast, primary screen, antimalarial PfHsp90 inhibitor project, S. cerevisiae, BacTiter-Glo luminescence, single point, set 2; BacTiter-Glo ATP, 48 h; yeast lacking PDR1 and PDR3 efflux regulators; inhibition, % at 9.4 µM; hit rate 0.32% among 310,000; AID 504621, 2011;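 active = every replicate shows inhibition above about 80%, whatever the replicate mean, limit read from the data; inconclusive = mean inhibition reaches the set limit but some replicate falls short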;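 also: 0% = DMSO neutral controls and 100% = 20 µM radicicol positive controls; yeast relying on Plasmodium falciparum Hsp90 in place of its own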
Keap1 Nrf2 FP: Keap1-Nrf2 protein-protein interaction inhibitors, primary screen, biochemical, fluorescence polarization, single point. Kelch-like ECH-associated protein 1 (Homo sapiens), Q14145. Keap1 Kelch-Nrf2 peptide fluorescence polarization, 1536-well. inhibition, % at 9.4 µM. hit rate 0.15% among 340,000. AID 504523, 2011; in the data active = inhibition above about 12%; inconclusive = no clear call, values can overlap the other calls; inactive = below about 7.3%;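 also: human Keap1 Kelch domain with fluorescein labeled Nrf2 9mer peptide probe; 0% = neutral control wells and 100% = peptide positive control; higher means more block of Keap1 binding to Nrf2 peptide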
RTF Ca sens act: cardiac RTF calcium sensitivity activators, primary screen, biochemical, IANBD-TnC fluorescence, EC20 calcium. activation, % at 7.2 µM. hit rate 0.24% among 340,000. IANBD-labeled TnC RTF fluorescence at EC20 calcium; 0% EC20 calcium, 100% full calcium. AID 493008, 2010;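 active = activation above the mean over all tested compounds plus 3 SD, cut at about 30% in these data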;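 also: rise in fluorescence read as greater calcium sensitivity of cardiac thin filaments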
LANA DNA inh: inhibitors of KSHV C-LANA binding to DNA, primary screen, biochemical, fluorescence polarization, FAM-LBS DNA, MBP-C-LANA, single point. Kaposi's sarcoma herpesvirus LANA C-terminal domain (residues 932-1162) DNA binding. AID 504423, 2011. hit rate 0.078% among 340,000. inhibition, % at 9 µM;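 active = highest replicate inhibition at or above 60% at 9 µM, even if other replicates fall short; inactive = all replicates below 60% inhibition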;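 also: 0% = neutral control wells and 100% = 4 µM acridine orange control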
PvdQ inh: P. aeruginosa PvdQ acylase inhibitors, primary screen, biochemical, fluorescence, plate reader and imaging, single point; PvdQ acylase [Pseudomonas aeruginosa LESB58]; purified PvdQ acylase; inhibition, % at 10 µM; hit rate 0.063% among 340,000; in the data active = inhibition above about 30%, passing the limit was not always enough; inconclusive = no clear call, values can overlap the other calls;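 also: 0% = vehicle neutral wells and 100% = reference inhibitor wells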
RTF Ca sens inh: cardiac RTF calcium sensitivity inhibitors, primary screen, biochemical, IANBD-TnC fluorescence, EC70 calcium | Troponin I, cardiac muscle (Homo sapiens) + Troponin T, cardiac muscle (Homo sapiens) + … | IANBD-labeled cardiac RTF, Ca2+ fluorescence | inhibition, % at 7.15 µM | hit rate 0.12% among 340,000 | AID 493244, 2011;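 active = inhibition above the mean inhibition of all tested compounds plus 3 SD, cut at about 17% in these data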;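 also: assay run at fixed EC70 calcium of 1.6 mM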
CDK5 p35 inh: inhibitors of human CDK5/p35 kinase, primary screen, biochemical, single concentration | Recombinant CDK5/p35, ADP-Glo luminescence, 60 min | inhibition, % at 10 µM | hit rate 0.01% among 330,000 | AID 488839, 2010;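 active = highest replicate inhibition of at least 50% and at least 75% of replicates reaching 50%; inconclusive = only one of the two criteria met; inactive = both criteria failed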;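 also: plate controls were DMSO neutral control for no effect and GW8510 at 10 µM for full effect; many of its hits are not listed in these tables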
SUMO Mot1 rescue: yeast Mot1-301 growth rescue at high temperature, primary screen, SUMOylation pathway inhibitor project, S. cerevisiae, ATP luminescence, 38.5C; growth rescue, % at 18.8 µM; S. cerevisiae Mot1-301 growth rescue; percent above DMSO median, 100 means doubled; hit rate 1% among 320,000;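 active = every valid replicate shows activation above 250% relative to neutral control wells; inactive = the rest, any valid replicate at or below 250%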;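 also: OY570 slx delta 5 strain wells were the positive control but not used for scaling; some compounds called inactive have numbers as strong as hits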
Rtt109 HAT inh: inhibitors of C. albicans Rtt109/Vps75 HAT, primary screen, biochemical, ThioGlo CoA-SH fluorescence, plate reader; Histone acetyltransferase RTT109 (Candida albicans (strain SC5314 / ATCC MYA-2876)), …; purified Rtt109/Vps75, 4 h; inhibition, % at 34.9 µM; hit rate 0.16% among 330,000;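 active = inhibition of at least 50% in every replicate; inconclusive = best replicate reaches 50% inhibition but some replicates fall short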
dFosB activator: activators of delta FosB homodimer, primary screen, biochemical, fluorescence polarization, TAMRA-CDK5 oligo, single point; activation, % at 25 µM; hit rate 0.99% among 340,000; AID 493131, 2011; purified delta FosB; percent of positive-control signal above neutral wells; Protein FosB (Mus musculus), P13346;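 active = mean activation above about 17%, with every replicate also reaching it, limit read from the data, passing the limit was not always enough; inconclusive = only one of the two conditions met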;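 also: fluorescence polarization rise as delta FosB binds a TAMRA Cdk5 AP-1 oligo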
* = called active by the depositor; u = inconclusive; x = no result given.

SMILES	NSD2 inh	PfHsp90 yeast 2	Keap1 Nrf2 FP	RTF Ca sens act	LANA DNA inh	PvdQ inh	RTF Ca sens inh	CDK5 p35 inh	SUMO Mot1 rescue	Rtt109 HAT inh	dFosB activator
CCOc1ccccc1NC(=O)C1=C(C)NC(=O)NC1c1cccc(OC)c1OC (centres undefined)	-2	-14	0	-1	-0.6	7	-23	1.2	-4	0	-3
Cc1ccc(-c2nn(-c3ccccc3)cc2C(=O)Nc2ccc(C(=O)O)cc2)cc1	3	-22	-5	5	1.5	-13	-4	-2.6	-4	9	-11
CC1CCC2(CC1)NC(=O)N(CC(=O)c1ccc[nH]1)C2=O (centres undefined)	0	-14	-2	-2	-1.3	-1	-6	-0.3	18	-20	8
CCOC(=O)c1cc2c(ccn2C)n1Cc1cc(C)ccc1C	x	20	-3	5	-1.5	-6	4	-0.3	-14	2	1
Cc1cc(C)c(NC(=O)C2CSCCS2)c(C)c1 (centres undefined)	-4	x	1	12	2.3	-10	-16	2.4	-13	-5	-9
S=C(NCCCc1ccccc1)Nc1ccc(Cl)cc1	3	-5	-1	1	-1.7	-18	-4	-1.7	214	6	-10
CN(C)S(=O)(=O)c1cccc(C(=O)Nc2ccccc2)c1	0	7	-2	5	-1.0	15	13	0.3	-27	4	-3
CC1(C)CC2CC(C)(CN2C(=O)COC(=O)c2ccc(NC(=O)CC#N)cc2)C1 (centres undefined)	1	x	-1	2	1.1	-16	-2	0.4	-18	15	-8
Cc1ccc(O)c(NC(=O)c2cc3nc4c(c(C(F)(F)F)n3n2)CCc2ccccc2-4)c1	70*	8	1	5	1.5	-4	-11	-0.7	-1	8	-8
CCOC(=O)C1CCCc2c1[nH]c1ccc(Cl)cc21 (centres undefined)	-2	14	-1	x	0.6	-14	x	0.1	-2	-1	-10
COc1ccc(CNC(=O)c2cccs2)cc1	0	-11	-1	11	1.1	-14	-6	-1.7	334*	-10	2
COc1ccccc1NC(=O)c1cc2c(cc1Cl)N1CCCCCC1=NS2(=O)=O	-2	x	2	-7	0.9	-15	5	1.3	-2	1	4
Cc1ccccc1CN(C)CC(=O)Nc1ccccc1Oc1ccccc1	-3	2	3	2	1.7	3	-2	0.9	-2	15	-3
NC(=O)CCSC(=S)N1CCOCC1	-2	-3	-9	6	1.2	-12	3	-6.7	1	-1	2
Cc1nc2cc(-c3ccc(Br)cc3)[nH]n2c(=O)c1Cl	3	-15	-3	4	0.6	-14	-6	0.6	-15	9	-6

6 entries from above, ordered by the value under RTF Ca sens act, ascending.
| smiles | RTF Ca sens act |
| --- | --- |
| COc1ccccc1NC(=O)c1cc2c(cc1Cl)N1CCCCCC1=NS2(=O)=O | -7 |
| CC1CCC2(CC1)NC(=O)N(CC(=O)c1ccc[nH]1)C2=O (centres undefined) | -2 |
| S=C(NCCCc1ccccc1)Nc1ccc(Cl)cc1 | 1 |
| Cc1ccccc1CN(C)CC(=O)Nc1ccccc1Oc1ccccc1 | 2 |
| COc1ccc(CNC(=O)c2cccs2)cc1 | 11 |
| Cc1cc(C)c(NC(=O)C2CSCCS2)c(C)c1 (centres undefined) | 12 |

Pulled one by one from above (2):
SMILES	NSD2 inh	PfHsp90 yeast 2	Keap1 Nrf2 FP	RTF Ca sens act	LANA DNA inh	PvdQ inh	RTF Ca sens inh	CDK5 p35 inh	SUMO Mot1 rescue	Rtt109 HAT inh	dFosB activator
CCOC(=O)c1cc2c(ccn2C)n1Cc1cc(C)ccc1C	x	20	-3	5	-1.5	-6	4	-0.3	-14	2	1
COc1ccccc1NC(=O)c1cc2c(cc1Cl)N1CCCCCC1=NS2(=O)=O	-2	x	2	-7	0.9	-15	5	1.3	-2	1	4

New compounds follow:
SMILES	NSD2 inh	PfHsp90 yeast 2	Keap1 Nrf2 FP	RTF Ca sens act	LANA DNA inh	PvdQ inh	RTF Ca sens inh	CDK5 p35 inh	SUMO Mot1 rescue	Rtt109 HAT inh	dFosB activator
COc1ccc(CNC(=O)C(NC(C)=O)C(=O)Nc2ccc(OC)cc2)cc1 (centres undefined)	-1	13	3	0	-0.5	-10	0	-0.6	-10	-9	-2
COc1ccc(CNC(=O)CN(Cc2ccc(OC)cc2)C(=O)CCC(=O)Nc2ccccn2)cc1	0	-21	-3	1	0.1	-13	10	-3.1	-12	1	-1
COC(=O)c1cc(Nc2cc(C)nc3ncnn23)cc(C(=O)OC)c1	x	2	-3	1	-3.7	-7	-8	-2.4	-6	9	-3
COc1ccc(OC)c(-n2cnc3cc(C(=O)NCCCN4CCOCC4)ccc32)c1	x	7	4	-5	0.6	2	-4	0.3	-14	-10	2
O=C1c2ccccc2C(=O)N1CCCc1c[nH]c2ccc(Cl)cc12	-2	-21	0	-13	-0.2	-5	-14	-3.5	-4	4	0
O=C(CCN1CCc2ccccc21)c1ccc2c(c1)OCCO2	x	13	5	-4	0.3	-6	-16	0.4	-19	0	-4
CC(=O)N1CCN(S(=O)(=O)c2cccc(C(=O)OCN3C(=O)c4ccccc4C3=O)c2)CC1	0	5	3	10	-0.4	-6	-5	1.6	6	-1	-4
Cc1ccc(C(=O)NC2CCS(=O)(=O)C2)cc1S(=O)(=O)N1CCCC1 (centres undefined)	-1	1	-3	-6	0.6	-14	-1	1.1	7	-2	5
CC1CCCCC1NC(=O)c1cc(=O)[nH]c2ccccc12 (centres undefined)	0	0	2	8	0.2	3	-8	-1.4	-6	-12	5
CCCCSc1nc2sc3c(c2c(=O)[nH]1)CC(C)(CC)OC3 (centres undefined)	-3	-3	1	1	-0.7	-15	-5	1.0	67	5	0
C(=N\N1CCOCC1)/c1nc(-c2ccccc2)n2ccccc12	x	-10	-1	5	-0.4	-9	-9	0.3	3	15	-11
CCCC[C@H]1COCCS(=O)(=O)N1Cc1ccc(Br)cc1	x	8	5	-6	-0.9	-2	-7	0.7	31	13	-10
Cn1cc(S(=O)(=O)Nc2cccc(F)c2)c(=O)n(C)c1=O	x	-8	-5	1	-0.6	-10	-5	-3.1	-7	-2	-4
O=C(Nc1cccc(NC(=O)c2cccs2)c1)c1ccc2c(c1)OCCO2	-1	-13	-4	0	-0.8	-12	-17	0.3	-15	10	-9
C/C(CCC1CC(C)OC1=O)=N/Nc1nc(-c2ccccc2)cs1 (centres undefined)	3	5	-8	-2	-2.6	u	-14	x	41	-4	-1
Cc1nn(-c2ccccc2)c(N2CCCC2)c1/C=N/n1cnc2scc(-c3ccccc3)c2c1=O	-1	9	1	-1	-1.0	-3	1	-0.7	0	4	3
CC(C)(C)c1ccc(C2=CSC3=NCCN23)cc1	14	-13	1	2	0.3	-119	1	-1.0	3	5	-10
CCOC(=O)CSc1nc(COc2ccccc2)nc2ccccc12	-2	3	-7	-3	-1.4	-2	-1	-0.4	-24	-2	-8
CSC1=N/C(=C\c2ccc(F)cc2)C(=O)S1	0	27	-7	0	-0.3	0	-2	-4.1	-7	1	-6
CCOc1ccc(CN(C)C(=O)Cc2c[nH]c3ccccc23)cc1	2	10	3	-1	1.3	-12	-6	-1.3	6	4	0
CCc1noc(C)c1C(=O)Nc1cc(S(=O)(=O)N2CCOCC2)ccc1OC(C)C	23	x	1	0	1.2	-4	-9	-0.6	-11	6	-4
O=C(Cn1c(=O)n(CC(=O)N2CCCCC2)c(=O)c2sccc21)NCc1ccccc1	-2	20	-4	3	0.5	-14	0	x	-1	-3	-7
CCOc1cc(NC(=O)c2ccco2)c(OCC)cc1NC(=O)Cc1ccc(OC)c(OC)c1	-2	3	7	1	-0.4	15	3	2.0	7	-5	1
COc1ccccc1CNc1ccc(N2CCCCC2)cc1	x	36	-10	-4	-3.5	5	0	-0.6	-5	6	-3
CC(C)NC(=O)CSc1nnc(-c2ccc(S(=O)(=O)N3CCCC3)cc2)n1CC1CCCO1 (centres undefined)	-1	-8	-10	2	1.9	-14	-12	-1.5	1	-10	-7
COc1ccccc1C1Nc2ccccc2NC2=C1C(=O)CC(C)(C)C2 (centres undefined)	0	-10	-2	0	-0.4	-16	-4	0.7	4	0	1
COc1ccc2sc(-c3ccccc3OC)c(C#Cc3cncn3C)c2c1	x	-89	-9	0	-1.2	-7	-12	0.5	x	-8	-11
COC(=O)c1ccccc1NC(=S)NC(=O)c1ccc2ccccc2c1	15	11	-9	2	1.2	-6	-25	1.1	-3	0	2
COc1ccccc1C(=O)NCCC(=O)N(Cc1ccco1)Cc1cccs1	3	22	-1	-2	-1.0	1	-3	0.2	85	4	-4
O=C1CCC(=O)O1	x	x	2	-1	-1.6	5	4	-1.8	-9	0	-1
CCN(C(=O)COC(=O)c1cccs1)c1c(N)n(Cc2ccccc2)c(=O)[nH]c1=O	0	x	-8	-5	-0.6	2	1	0.6	-4	7	-2
COc1cc(/C=C2\NC(=O)NC2=O)cc(Br)c1OC	16	-9	-8	-6	1.8	-9	-8	-0.8	21	1	10
O=C(Nc1ccccc1C(=O)NCCCn1ccnc1)c1ccccc1	0	15	-1	-5	1.0	-9	5	0.4	-7	6	-9
